Compound activity from PubChem BioAssay.
GAA inh = blocks human lysosomal alpha-glucosidase; P10253; purified human GAA, 4-MU-alpha-glucoside fluorescence; Potency, µM (top dose mostly 76.9 µM), inactives show at the top dose activity change, negative = inhibition, most hits filed as inhibitors; hit rate 0.005% among 200,000; AID 1466;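 further: plate controls were uninhibited enzyme wells for no effect and no-enzyme background for full effect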
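Activity normalized between no-enzyme (basal) and enzyme-only wells. Conditions: 4 nM human enzyme, 400 uM fluorogenic substrate, citrate/phosphate pH 5.0 with Tween-20, 20 min room temperature, compounds up to 77 uM.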
HTT ATP protect = Huntington cell model cytoprotection by ATP luminescence | PC12 HTT-Q103 induced, cytoprotection, ATP luminescence, 40 h | hit rate 0.14% among 230,000 | Potency, µM (doses to about 56.4 µM), for the others: cytoprotection (ATP increase), usual class: activators | AID 1471;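 further: % of control where 0% means no effect; nearly all actives have a fitted effect of over 45% in size; toxic huntingtin expression switched on by the ecdysone agonist tebufenozide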
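PC12 cells stably carrying ecdysone-inducible Htt exon 1 (Q103)–GFP were induced with 100 nM tebufenozide (final) alongside library compounds in a dose series. Cytoprotection was scored as retained ATP by ATPlite luminescence.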
GAA spleen mod = lysosomal alpha-glucosidase (human) modulation | Potency, µM (doses to about 79.9 µM), inactives show at the top dose activity change, negative = inhibition, most hits filed as inhibitors | hit rate 0.006% among 240,000 | human spleen homogenate, 4-MU-alpha-glucoside fluorescence | P10253;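 further: 0% = enzyme with vehicle and -100% = no enzyme basal signal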
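Enzyme source: human spleen homogenate, 1 ug/well. Buffer 50 mM citric acid/K phosphate pH 5.0, 0.01% Tween-20. 4-MU-alpha-glucoside 1 mM; 37 C x 40 min; NaOH/glycine stop; fluorescence.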
Tau ThT inhib = blocks human tau fibril formation measured by thioflavin T. P10636. recombinant tau K18 P301L, heparin-induced fibrillization, ThT fluorescence. Potency, µM (top dose mostly 57.4 µM), without a hit: at the top dose activity, negative = inhibition, most hits filed as inhibitors. hit rate 2.1% among 270,000. AID 1460; further: on the % scale 0 is the no-effect control and ±100 the full control effect; nearly all actives have a fitted effect of over 55% in size
Target sequence (P10636 561-689 P618L limits assumed): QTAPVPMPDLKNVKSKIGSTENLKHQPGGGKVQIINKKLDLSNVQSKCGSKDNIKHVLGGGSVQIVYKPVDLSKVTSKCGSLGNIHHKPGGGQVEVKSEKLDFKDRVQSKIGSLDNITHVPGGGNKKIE
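Fibril formation assay: tau K18 P301L at 15 uM with trace Alexa 594 label, heparin inducer 20 uM, pH 7 sodium acetate buffer, 37 C for 6 hr; endpoint ThT signal.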
Tau FP inhib = tau fibrillization inhibition (FP). P10636. K18 P301L tau heparin fibrillization, Alexa594 FP, 6 h. Potency, µM (top dose mostly 57.7 µM), for the others: top-dose activity, negative = inhibition, hits mostly inhibitors. hit rate 0.39% among 280,000. AID 1468; further: on the % scale 0 is the no-effect control and ±100 the full control effect; nearly all actives have a fitted effect of over 55% in size
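Human tau K18 […] P301L fragment, 15 uM unlabeled plus 0.24 uM Alexa 594-labeled tau (final), with compound and 20 uM heparin in 100 mM sodium acetate pH 7; 6 hr at 37 C, then Alexa 594 FP read.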
GAA glycogen = GAA glycogen-cleavage inhibition or activation; P10253; AID 2100; hit rate 0.38% among 300,000; recombinant GAA, glycogen substrate, Amplex Red glucose oxidase fluorescence; Potency, µM (series often up to 76.4 µM), for the others: at the highest dose activity change, negative = inhibition, actives largely listed as inhibitors;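 further: 0% = full enzyme reaction and -100% = no-enzyme basal signal; the screen sought inhibitors and activators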
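Recombinant enzyme (4 nM final) with compounds titrated up to 77 uM and bovine liver glycogen (30 ug) in citrate pH 5.0, 0.01% Tween-20, 37 C 40 min. Released glucose detected by Amplex Red/glucose oxidase (Ex 573/Em 610); AC50 from Hill fits.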
aGal spleen mod = alpha-galactosidase A (human) modulation; AID 2107; Potency, µM (series often up to 80 µM), for inactives: at the top dose activity change, negative = inhibition, actives largely listed as inhibitors; hit rate 0.008% among 240,000; human spleen homogenate, 4MU-alpha-Gal fluorescence, 40 min;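 further: 0% = enzyme with vehicle and -100% = no enzyme basal signal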
Target sequence (P06280 32-429 limits assumed): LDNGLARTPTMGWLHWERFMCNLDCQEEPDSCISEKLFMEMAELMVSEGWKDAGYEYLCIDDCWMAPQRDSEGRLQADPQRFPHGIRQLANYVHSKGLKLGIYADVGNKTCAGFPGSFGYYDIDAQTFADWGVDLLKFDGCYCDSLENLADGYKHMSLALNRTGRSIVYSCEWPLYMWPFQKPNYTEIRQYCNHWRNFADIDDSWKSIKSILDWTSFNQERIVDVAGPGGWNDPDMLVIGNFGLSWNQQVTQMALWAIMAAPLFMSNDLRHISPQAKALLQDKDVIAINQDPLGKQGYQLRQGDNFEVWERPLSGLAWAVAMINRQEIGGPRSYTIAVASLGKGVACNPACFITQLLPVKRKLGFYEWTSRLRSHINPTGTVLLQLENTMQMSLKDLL
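Inhibition or activation of alpha-galactosidase in human spleen homogenate is scored by 4-MU fluorescence after 40 min at 37C, pH 5.0, with 1 mM substrate. AC50s come from concentration-response fitted to the Hill equation.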
Tau fluor cs = counter-screen for tau fibril formation inhibitors. tau K18 P301L (four-repeat tau fragment) Alexa594 fluorescence, heparin fibrillization. hit rate 0.93% among 280,000. AID 1463. Potency, µM (titrated, usually from 57.7 µM), for the others: top-dose activity change, negative = decrease; further: on the % scale 0 is the no-effect control and ±100 the full control effect; nearly all actives have a fitted effect of over 55% in size
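Human K18 P301L tau (15 uM unlabeled plus 0.24 uM Alexa 594-labeled, final) in 100 mM sodium acetate pH 7 was mixed with compound and 20 uM heparin and incubated 6 hr at 37 C.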
* hit, by the source's call; ? = inconclusive; . = not tested or not shown; & = joins results of further samples; [ ] = dose if it differs, or a comment. The call rests on the fitted dose curve; in most records, active means well fitted curve in the direction sought with a large enough effect; inconclusive means small, poorly fitted or top-dose-only effect, or another doubt; inactive means no such curve, though single readings can be large; an effect the other way counts as inactive or inconclusive. Potency means the concentration at half of the fitted maximal effect.

The line under a structure holds: GAA glycogen, Tau ThT inhib, Tau fluor cs, GAA inh, GAA spleen mod, Tau FP inhib, HTT ATP protect, aGal spleen mod
> O=S(=O)(NCC1CCCO1)c1cccc(S(=O)(=O)N2CCCC2)c1 (stereo unspecified)
  -6%, 2%, 5%, -3%, 0%, 4%, 7%[10 µM], 5%
> CCCn1c(-c2ccccc2)cc(SC)c(C#N)c1=O
  2%, 1%, -3%, -2%, -1%, -4%, -22%, 0%
> Nc1nnc(SCC(=O)NC23CC4CC(CC(C4)C2)C3)s1
  3%, -10%, -7%, 3%, -9%, -7%, -14%, -12%
> CC(C)(C)NC(=O)N1CCn2cccc2C1c1ccccc1F (stereo unspecified)
  -10%, -13%, -7%, 2%, 5%, 0%, -15%, 4%
> Cc1cccc(-c2noc(-c3cccnc3NCc3ccccc3Cl)n2)c1
  -5%[76.3 µM], -8%, -20%, ., ., -3%, ., .
> CC(=O)OC[C@H]1O[C@H](CCO/N=C(\C)CCN2CCCc3nc(C)c(C)cc32)C=C[C@@H]1OC(C)=O
  12%, ?, -5%, ?, 3%, 5%, ., 6%
> CNS(=O)(=O)Cc1ccc2[nH]cc(CCN(C)C)c2c1
  -2%[76.3 µM], -4%, -2%, ., -5%, 2%, -13%, -3%
> COc1ccc(CCNC(=O)C(=O)N2CCCC2)cc1OC
  -6%, -1%, 3%, 12%, -3%, 1%, -14%[10 µM], -3%
> O=C(N/N=C/c1cccc([N+](=O)[O-])c1)C1COc2ccccc2O1 (stereo unspecified)
  -1%, -9%, -11%, -24%, -2%, 2%, -15%, -8%
> COc1cc(CCCN2C(=S)NC[C@@H]2Cc2ccccc2)cc(OC)c1OC
  1%, -4%, -9%, ., 0%, -3%, 5%[10 µM], -5%
> CS(=O)(=O)Nc1ccccc1C(=O)NCc1ccco1
  5%, -10%, 0%, -4%, -3%, -7%, 0%, 4%
> Cc1c(C(=O)O)cnc2cc(-c3ccc(Cl)cc3)nn12
  4%, -4%, 1%, 1%, -3%, 7%, -12%[10 µM], 0%
> COc1ccc(-n2ncc3c(NCc4ccco4)ncnc32)cc1
  1%, ?, -22%, -6%, -5%, -3%, -37%, 6%
> CCOc1ccc(C(=O)NC(=S)Nc2ccc(NC(=O)c3ccco3)c(C)c2)cc1[N+](=O)[O-]
  12%, ?, -10%, -9%, -6%, ?, 9%[10 µM], -4%
> NC(=O)c1c(-c2ccc(Cl)cc2Cl)csc1NC(=O)Cc1ccccc1
  -4%, -6%, -5%, -2%, -1%, -5%, 0%[10 µM], 5%
> CC1CCC(NC(=O)COc2ccccc2C(N)=O)CC1 (stereo unspecified)
  0%, -11%, 1%, 2%, -6%, 5%, 0%, -6%
> O=C(NCCOCc1ccc(Cl)cc1)c1ncn[nH]1
  -2%, -1%, -6%, 0%, 2%, 2%, ., 1%
> CCCNC(=O)c1cccc(Cn2cc(Br)c([N+](=O)[O-])n2)c1
  -6%, 5%, 1%, -2%, -10%, -8%, ., 4%
> Cc1cc(C)c(Cn2c(=O)n(CCC(=O)NCCc3ccccc3)c(=O)c3ccccc32)c(C)c1
  -7%[76.3 µM], -10%, -3%, ., ., -6%, ., .
> Cc1ccc2oc(-c3cccc(NC(=O)c4cccc5c(Cl)cccc45)c3)nc2c1
  6%[76.3 µM], -17%, -18%, ., ., -2%, ., .
> COc1ccc(Cl)cc1NC(=O)C1CC(=O)N(c2ccc(F)cc2)C1 (stereo unspecified)
  1%, 5%, -12%, 0%, -3%, -6%, -6%[0.074 µM], -6%
> CCCS(=O)(=O)c1nc(S(=O)(=O)c2ccc(C)cc2)c(NCCCOC(C)C)s1
  -10%[76.3 µM], -11%, -16%, ., ., -6%, ., .
> CCOC(=O)NC(=O)CN1C(=O)NC(C)(c2ccccc2)C1=O (stereo unspecified)
  6%, 7%, 4%, 2%, -2%, 0%, 0%, -2%
> N#Cc1cc([N+](=O)[O-])ccc1N1CCCC1
  -12%, -10%, 3%, -6%, 7%, 8%, ., 4%
> O=C(NC(=S)N1CCCCCC1)C1CC1
  2%, 2%, 4%, 14%, -14%, -4%, ., 5%
> COc1ccc(CCNC(=O)c2sc3ccccc3c2Cl)cc1OC
  -4%, ?, -14%, ?, 1%, 7%, 26%[10 µM], 3%
> Cc1oc(-c2ccccc2F)nc1CSc1nnc(C)n2c1cc1occc12
  -4%[76.3 µM], -11%, -14%, ., ., -5%, ., .
> CC1CCCC(C)N1C(=O)COc1ccc(-c2nnco2)cc1 (stereo unspecified)
  -1%, -8%, -3%, 4%, -1%, 0%, -12%[1.9 µM], 1%
> Cc1ccc(Cl)cc1N1CCN(C(=O)c2cc3c(=O)[nH]c4ccccc4c3n2C)CC1
  -4%, 2%, -1%, 5%, 2%, 1%, ., 3%
> O=C(CNC(=O)C1CCCCC1)OCn1nnc2ccccc2c1=O
  2%, -3%, -1%, 1%, 13%, 0%, 6%[10 µM], 16%
> O=C(/C=C/c1ccco1)N/C(=C\c1ccco1)C(=O)NCCc1nc2ccccc2[nH]1
  3%, ?, -3%, ?, -1%, -3%, -29%[10 µM], -1%
> O=C1C2C(c3cccc(/C=C/c4ccccc4)c3)CC=CC2C(c2ccc(C(F)(F)F)cc2)N1Cc1ccccc1 (stereo unspecified)
  6%, 0%, 8%, ., 4%&3%, -9%, -40%[10 µM], 11%&10%
> O=C1c2ccccc2NC2(CCCCC2)N1c1ccc(O)cc1
  -12%, -3%, 1%, -3%, -1%, -3%, -15%, -3%
> O=C1c2ccccc2C(Nc2ccc(S(=O)(=O)N3CCCCC3)cc2)N1Cc1ccco1 (stereo unspecified)
  2%, -17%, -21%, -8%, -13%, 8%, -63%[inhibitor], -1%
> Cc1cc(C(=O)NCCCn2ccnc2)sc1-c1ccccc1
  1%, -17%, -4%, -11%, 6%, -6%, -2%[10 µM], 2%
> O=C(OCCN1CCN(c2ncc(C(F)(F)F)cc2Cl)CC1)c1ccc(Cl)cc1
  2%, -21%, -13%, -10%, -9%, -7%, -5%[10 µM], 18%
> COc1ccc(OC)c(NC(=O)C(=O)NNC(=O)C23CC4CC(CC(C4)C2)C3)c1
  -2%, -7%, -7%, ., -4%, -2%, 10%[10 µM], -5%
> O=C(O)C1CCCN(S(=O)(=O)c2ccccc2)C1 (stereo unspecified)
  1%, -5%, 2%, 3%, 2%, -4%, ., 7%
> CSc1nc(Cc2ccccc2)nc2ccccc12
  4%, -2%, -1%, 11%, 1%, -3%, 19%[10 µM], -10%
> CCn1c(=O)c2ccccc2n2c(SCC(=O)NCc3cccs3)nnc12
  5%, 2%, 6%, -1%, -8%, 12%, -23%[10 µM], -1%

Of the compounds above, these have a cyano group.
The line under a structure holds: GAA glycogen, Tau ThT inhib, Tau fluor cs, GAA inh, GAA spleen mod, Tau FP inhib, HTT ATP protect, aGal spleen mod
> CCCn1c(-c2ccccc2)cc(SC)c(C#N)c1=O
  2%, 1%, -3%, -2%, -1%, -4%, -22%, 0%
> N#Cc1cc([N+](=O)[O-])ccc1N1CCCC1
  -12%, -10%, 3%, -6%, 7%, 8%, ., 4%

New compounds follow.
The line under a structure holds: GAA glycogen, Tau ThT inhib, Tau fluor cs, GAA inh, GAA spleen mod, Tau FP inhib, HTT ATP protect, aGal spleen mod
> OCCC1CN(C2CCN(c3ccccc3)CC2)CCN1Cc1ccc(F)c(F)c1 (stereo unspecified)
  -5%, -19%, -21%, -5%, 4%, -5%, 16%[10 µM], 6%
> N#Cc1ccc(Cn2c(=O)c(C#N)c3n(c2=O)CCC3)cc1
  -8%, -7%, -5%, -7%, 4%, -3%, 10%[0.074 µM], 4%
> Cc1ccccc1CN1C(=O)C(O)(c2c[nH]c3ccccc23)c2cc(Cl)ccc21 (stereo unspecified)
  1%[76.3 µM], 2%, ?, ., ., -13%, ., .
> Cc1cc(C)c(-c2noc(C(=O)OC(C)(C)C)c2C(=O)OC(C)(C)C)c(C)c1
  -2%, -8%, -5%, 1%, -8%, 9%, -4%, -1%
> Cc1ccc(/C(N)=N/OC(=O)CCC2CCCC2)cc1
  -2%, -6%, -3%, 5%, -6%, 0%, 20%, 2%
> Cc1ccc(S(=O)(=O)N(C)c2ccc(OCC(=O)Nc3nc(-c4ccccc4)cs3)cc2)cc1
  -5%, -1%, -27%, -4%, -13%, -17%, 18%[10 µM], 2%
> COc1ccc2nc(NC3=NC(C(=O)Nc4ccc(C)cc4)CC(=O)N3)nc(C)c2c1 (stereo unspecified)
  4%, -14%, -12%, 5%, -5%, -1%, -4%[10 µM], -3%
> Cc1ccc(Cl)cc1NC(=O)COC(=O)c1ccccc1O
  11%, -4%, -5%, -4%, 0%, 3%, 8%[10 µM], -11%
> CN(C(=O)Nc1cnccc1C(F)(F)F)C1CCCCC1
  -7%, -7%, -13%, ., -3%, -7%, 34%[10 µM], 7%
> Cc1cc2nc(CCl)cc(=O)n2[nH]1
  0%, -1%, -5%, -1%, -3%, -2%, 17%, -1%
> CCOC(=O)CC(/C(C)=N\O)c1ccccc1 (stereo unspecified)
  -4%, 2%, 9%, 5%, 0%, 4%, -3%, -10%
> O=C(CN1CCOCC1)Nc1nc(-c2ccc3c(c2)CCN3S(=O)(=O)c2ccccc2)cs1
  -3%, -13%, ?, -15%, 1%, -6%, -17%[10 µM], 12%
> O=C(N/N=C/CCc1ccccc1)c1ccc(CN2c3cccc4cccc(c34)S2(=O)=O)cc1
  -11%, 3%, -3%, -4%, -5%, 0%, 18%[10 µM], 1%
> COc1cccc(C2=NOC(C(=O)Nc3cccnc3)C2)c1 (stereo unspecified)
  -2%, 4%, 7%, 2%, -3%, 7%, 0%, -3%
> CC(C)(C)c1cc(NCc2ccccn2)n2ncc(-c3ccc(Cl)cc3)c2n1
  4%, ?, ?, ., 2%, ?, 2%[10 µM], 2%
> CCOC(=O)C1(CCCc2ccccc2)CCN(C(=O)c2cnc(C)cn2)CC1
  -3%, -12%, -4%, -9%, -3%, 7%, 1%[10 µM], -2%

The order is random. About 3.3% of those tested had a hit in this group.
